KOR beta-arrestin-1: KOR agonists, beta-arrestin recruitment, primary screen, cell-based, luminescence, uHTS (AID 1777); hit rate 0.02% among 280,000; activation, % at 10 µM; hits with a dose series show EC50 in µM; KOR beta-arrestin recruitment, luminescence; higher % means a stronger effect; in the data active = activation above about 50%, passing the limit was not always enough; also: a part of the inactive calls stands beside numbers as strong as those of hits
PhoP inhibition: inhibitors of PhoP regulon expression, primary screen, Salmonella Typhimurium, GFP reporter (AID 1863) | hit rate 0.16% among 300,000 | inhibition, % at 50 µM; hits with a dose series show IC50 in µM | S. Typhimurium PhoP-regulated promoter GFP reporter, 4 h; higher % means a stronger effect;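 active = inhibition over 29.93%, a cutoff 3 SD above the screen mean, later confirmed by dose response; inconclusive = inhibition over 29.93% but no dose response follow-up; inactive = inhibition at most 29.93% or unconfirmed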;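 also: 0% = low Mg2+ inducing control and 100% = high Mg2+ repressing control; strong numbers were not always called active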
Myeloid diff MLP: compounds promoting myeloid differentiation; ER-HoxA9 myeloid progenitors, lysozyme-GFP differentiation, flow cytometry; calls only at 10 µM; hit rate 1% among 360,000; AID 624256;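 active = normalized GFP-positive differentiation at or above the plate's own cutoff, the solvent-only control mean plus 3 SD; inconclusive = no clear call, values can overlap the other calls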;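 also: cells exposed to compound for four days before flow analysis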
HIV fusion peptide: inhibitors of HIV fusion peptide binding, primary screen, biochemical, uHTS, fluorescence dequenching (AID 1986). cell-free peptide binding, fluorescence dequenching, 30 min; higher % means a stronger effect. inhibition, % at 20 µM; hits with a dose series show IC50 in µM. hit rate 0.3% among 290,000; in the data active = inhibition mostly above about 52%, no sharp cut-off; inactive = mostly below about 76%; also: some results filed as inactive read as strong as hits
LYP phosphatase: PTPN22 lymphoid phosphatase activity blockers – biochemical, fluorescence intensity, uHTS (AID 1779). recombinant LYP phosphatase, fluorescence intensity; higher % means a stronger effect. one-dose inhibition, % at 11.5 µM; IC50 in µM for titrated hits. hit rate 0.054% among 290,000;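 also: plate controls were vehicle with enzyme for no effect and no enzyme for full effect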
KOR beta-arrestin-2: KOR antagonists, beta-arrestin recruitment, cell-based, luminescence, uHTS (AID 1778). inhibition, % at 10 µM, or IC50 in µM where a hit was titrated. KOR beta-arrestin recruitment, luminescence, antagonist mode; higher % means a stronger effect. hit rate 0.091% among 290,000; also: strong numbers were not always called active
SIAH1 antagonists: blockers of Siah-1 interaction with plectin peptide – biochemical, fluorescence polarization, rhodamine-plectin, uHTS, primary screen (AID 1817); Siah-1 / rhodamine-plectin peptide fluorescence polarization; higher % means a stronger effect; displacement, % at 20 µM, or IC50 in µM where a hit was titrated; hit rate 0.02% among 290,000;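 active = displacement of at least 50% at 20 µM, with a fluorescence ratio check between 0.3 and a set limit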;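 also: plate controls were Siah plus tracer with DMSO for no effect and tracer alone without Siah for full effect; strong numbers were not always called active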
NOD2 inhibition: NOD2 signaling inhibitors, cell-based, luminescence, uHTS, HEK293 (AID 1566). hit rate 0.63% among 290,000. one-dose inhibition, % at 4 µM; EC50 in µM for titrated hits. HEK293 NOD2/NF-kB luciferase reporter, luminescence; higher % means a stronger effect; also: many of its hits are not listed in these tables
NOD1 NF-kB reporter: inhibition of NOD1-driven NF-kB reporter – cell-based, luminescence, uHTS, primary screen (AID 1578); NOD1-driven NF-kB luciferase reporter cells, luminescence; higher % means a stronger effect; hit rate 1% among 290,000; one-dose inhibition, % at 4 µM; EC50 in µM for titrated hits; in the data active = inhibition mostly above about 36%, no sharp cut-off; inactive = mostly below about 34%;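 also: HEK-293T reporter cells stimulated with the NOD1 agonist gamma-tri-DAP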
Myeloid diff MLP GFP+ MAC1+ %: second read-out of Myeloid diff MLP, no call of its own (marks repeat the call); GFP+ MAC1+ double positive, %; measured here: differentiation confirmed by MAC1 staining
* marks the source's active call; other numbers are inactive results; i = inactive; ? = inconclusive; / = no result given; + = active, no number; [ ] = another dose, or the depositor's remark. Rule as the data show it, unless noted: active = inhibition above about 50%; inactive = the rest. The list is partial; rates above refer to the full screens.

smiles,KOR beta-arrestin-1,PhoP inhibition,Myeloid diff MLP,Myeloid diff MLP GFP+ MAC1+ %,HIV fusion peptide,LYP phosphatase,KOR beta-arrestin-2,SIAH1 antagonists,NOD2 inhibition,NOD1 NF-kB reporter
CC(=O)/C(N=Nc1ccc2c(c1)OCO2)=C(\C)O,2.7%,-8%,i,0.1,-0.6%,3%,-4%,-7%,-69%,20%
O=C(NCC(c1cccs1)N1CCOCC1)c1cccnc1 (stereo not drawn),9.5%,-6%,i,3.4,-0.4%,-11%,16%,-2%,6%,-6%
CC(=O)c1ccccc1OCC(O)CN1CCN(C(c2ccccc2)c2ccccc2)CC1 (stereo not drawn),6.2%,2%,i,0.2,-2.0%,1%,-30%,-5%,-15%,16%
O=C(CN(C(=O)CCC(=O)Nc1nccs1)c1ccc(F)cc1)NCc1ccco1,-0.4%,-10%,i,0.9,4.8%,-7%,25%,-2%,6%,16%
COc1ccc(C(=O)N2CCNC(=O)C2CC(=O)Nc2ccc(C)c(C)c2)cc1 (stereo not drawn),1.8%,-5%,i,0.9,2.0%,-8%,-7%,6%,11%,-6%
CCCCn1c(/N=C/c2ccccc2NS(=O)(=O)c2ccc(C)cc2)nc2ccccc21,0.6%,36%,i,0.7,0.2%,-3%,-16%,-6%,22%,63%
Cc1cccc(NC(=O)NNC(=O)c2nn(C)cc2Br)c1,-2.3%,-3%,i,0.6,-2.3%,-8%,/,2%,-2%,17%
O=C(Nc1cccc(Cl)c1Cl)c1ccccc1NC(=O)C1CC=CCC1C(=O)O (stereo not drawn),-3.7%,-2%,i,1.1,1.1%,-4%,-22%,-2%,5%,-6%
C=CCNC(=O)NC(=O)COC(=O)[C@H](C)NS(=O)(=O)c1c(C)c(C)cc(C)c1C,-2.3%,/,i,0.5,-1.8%,-6%,18%,5%,25%,2%
COCC1CCCCN1C(=O)c1ccc2oc(CCCc3ccccc3)nc2c1 (stereo not drawn),4.7%,-3%,i,0.9,-2.9%,-6%,9%,0%,-16%,-10%
CCC(C)NC(=O)CN(C1CCCCC1)S(C)(=O)=O (stereo not drawn),5.3%,-5%,i,0.1,-0.9%,-8%,-34%,-3%,-1%,4%
CCOC(=O)/C(=C/C1=CC(=C/N(C)C)/C(=O)O1)C(C)=O,-6.7%,-23%,i,1.0,59%*,2%,16%,4%,8%,-10%

The final 2 records of the part above open the next one:
smiles,KOR beta-arrestin-1,PhoP inhibition,Myeloid diff MLP,Myeloid diff MLP GFP+ MAC1+ %,HIV fusion peptide,LYP phosphatase,KOR beta-arrestin-2,SIAH1 antagonists,NOD2 inhibition,NOD1 NF-kB reporter
CCC(C)NC(=O)CN(C1CCCCC1)S(C)(=O)=O (stereo not drawn),5.3%,-5%,i,0.1,-0.9%,-8%,-34%,-3%,-1%,4%
CCOC(=O)/C(=C/C1=CC(=C/N(C)C)/C(=O)O1)C(C)=O,-6.7%,-23%,i,1.0,59%*,2%,16%,4%,8%,-10%
c1ccc(CSCc2cn3ccccc3n2)cc1,-1.2%,1%,i,0.2,-0.1%,-4%,8%,2%,-66%,-46%
Cc1ccc(C(=O)NNC(=O)c2nn(-c3ccc(F)cc3)ccc2=O)cc1,-3.5%,2%,i,0.6,-1.5%,-7%,30%,-7%,15%,4%
O=C(/C(=N/N=C/c1ccc(O)c(O)c1)c1ccccc1)c1ccccc1,-0.8%,5%,i,0.5,16%,9%,37%,10%,-3%,-5%
COC(=O)C(Cc1ccc(O)cc1)NC(=O)CCOc1ccc(OC)cc1 (stereo not drawn),-1.9%,-3%,i,0.5,0.6%,-12%,-15%[20 µM],6%,8%,2%
N#CC1=C(N)N(c2ccc(F)cc2)C2=C(C1c1ccc(O)cc1)S(=O)(=O)CC2 (stereo not drawn),-3.0%,8%,+,2.1*,33%,-1%,-14%,-10%,21%,-7%
CCN(CC)C(=O)Cn1nc(-c2ccc(Cl)cc2)c2ccccc2c1=O,-1.8%,9%,i,0.2,1.1%,-3%,-10%,11%,-2%,-9%
Cc1ccc(S(=O)(=O)/C(C#N)=C/c2c(N3CCN(C)CC3)nc3c(C)cccn3c2=O)cc1,-1.1%,-8%,i,0.9,3.4%,5%,-11%,-1%,18%,16%
CCCCN(CCCC)CCCNC(=O)C1CC(c2ccc(C(F)(F)F)cc2)=NO1 (stereo not drawn),-1.6%,-1%,i,1.5,0.6%,-12%,15%,-1%,7%,2%
COc1cc(NS(=O)(=O)c2ccc(NC(=S)NC(=O)c3ccc(Br)cc3)cc2)ncn1,-1.3%,7%,i,0.0,25%,-8%,-10%,0%,-9%,-46%
O=C(CSc1nnc(Cc2cc(=O)[nH]c(=O)[nH]2)n1-c1ccc(Cl)cc1)NCC1CCCO1 (stereo not drawn),0.4%,-6%,i,2.4,0.2%,0%,17%,0%,-8%,-12%
O=C1Nc2ccccc2O/C1=C\c1c(F)cccc1Cl,-3.9%,-2%,i,0.6,-0.8%,-10%,-14%,-1%,-1%,0%
COC(=O)c1cc(S(=O)(=O)N2CCN(c3ccc(C(C)=O)cc3)CC2)cn1C,0.5%,-4%,i,5.9,-0.2%,-9%,-17%,-6%,12%,-6%
O=C(CNCc1ccc(Cl)cc1)N1CCc2ccccc2C1,-5.1%,7%,i,0.5,0.2%,-10%,15%,10%,9%,1%
O=S(=O)(Nc1ccncc1Cl)c1ccccc1,-9.0%,-9%,i,0.5,-1.5%,-8%,-25%,-4%,6%,5%
O=C(O)CC(NC(=O)C12CC3CC(CC(C3)C1)C2)c1ccc(F)cc1 (stereo not drawn),1.4%,0%,i,0.7,-1.1%,-9%,-49%,2%,-20%,-3%
CCOC(=O)COc1ccc(C)cc1-c1ccno1,1.3%,12%,i,0.7,-1.1%,-10%,-12%,-2%,28%,28%
CCc1ccc(/C=C2\Oc3cc(OS(C)(=O)=O)ccc3C2=O)cc1,-1.5%,-1%,i,0.4,0.5%,2%,2%,4%,3%,-29%
CCOc1cc2c(cc1OC)C(NC(=O)c1ccco1)CC2=O (stereo not drawn),-2.4%,-6%,i,0.1,-0.7%,-3%,-20%,3%,-9%,-8%
COC(=O)c1sccc1NC(=S)N1CCCC(C)C1 (stereo not drawn),-4.1%,3%,i,1.2,0.3%,-8%,-2%,2%,20%,6%
COc1ccc(NC(=O)CSc2ccc(-c3cccs3)nn2)c(OC)c1,34%,-1%,i,0.7,1.7%,2%,-12%,-1%,/,/
CCCc1ncc(C(O)c2cccc3ccccc23)n1C (stereo not drawn),-1.2%,22%,i,0.9,-1.5%,-9%,30%,0%,7%,0%
COc1ccc(C(=O)NCC(=O)N=Nc2c(O)n(C)c3ccccc23)cc1OC,-1.6%,-13%,i,0.5,0.4%,0%,-16%,13%,2%,-10%
CC(C)NS(=O)(=O)c1ccc(NC(=O)C2CC3C=CC2C3)cc1 (stereo not drawn),0.2%,-2%,i,1.3,-3.3%,-8%,-16%,1%,0%,13%
CCOc1cc(Cl)c(S(=O)(=O)NCCCN2CCOCC2)cc1Cl,-6.2%,4%,i,0.4,-1.4%,-4%,1%,12%,-15%,-10%
COCc1nnc(NC(=O)CCN2C(=O)c3ccccc3C2=O)s1,-0.1%,3%,i,4.0,-3.1%,8%,-32%,0%,17%,1%
Cc1cc([N+](=O)[O-])cc2c1-c1ncccc1C2=Nc1ccccc1,10%,-7%,i,0.3,-0.5%,0%,-7%,10%,-5%,-35%
COc1ccc(OCC(=O)Nc2ccc(C)c(S(=O)(=O)N(C)C)c2)cc1,-0.1%,2%,i,0.1,-0.3%,-4%,-18%,1%,18%,-11%
O=C(O)c1cc(-c2cccnc2)nn1-c1ccccn1,-3.9%,2%,i,1.4,0.5%,-8%,13%,2%,13%,-6%
CCOc1ccccc1/C=C\c1nc(O)c([N+](=O)[O-])c(=O)[nH]1,-3.2%,-6%,i,0.6,-0.6%,-3%,16%,14%,10%,-3%
COc1ccc(NC(=O)Cn2c(-c3ccccc3)cn(-c3ccc(C)cc3)c2=O)cc1,1.7%,3%,i,0.5,5.8%,6%,-23%,-1%,16%,-9%
COc1ccc(OCCNC(=O)c2ccccc2OCC(=O)Nc2ccc(NC(C)=O)cc2)cc1,4.5%,-1%,i,2.3,-1.2%,-6%,-35%,-5%,1%,56%
COc1cccc(/C=C2/SC(=S)N(CC(=O)NC3C=CS(=O)(=O)C3)C2=O)c1 (stereo not drawn),1.6%,1%,i,0.3,-2.7%,-7%,6%,-4%,8%,-2%
O=C(COc1ccccc1)Nc1ccc(C(=O)N2CCCC2)cc1,1.1%,13%,i,0.6,-0.6%,-9%,-3%,-1%,6%,4%
CCOC(=O)CSc1nc2ccccc2c(=O)n1CC,-2.7%,4%,i,0.6,-1.1%,1%,8%,3%,1%,-15%
CCSc1ccc(C(=O)Nc2cccc(C)n2)cc1[N+](=O)[O-],6.8%,-8%,i,0.3,-0.7%,-5%,5%,-1%,-6%,5%
Cc1ccc(/C=N/n2c(-c3cccc(Cl)c3)n[nH]c2=S)o1,5.0%,-10%,i,0.0,-1.9%,2%,11%,15%,11%,-4%
CC1=CC(=NOC(=O)c2cccc([N+](=O)[O-])c2)C=C(C)C1=O,1.0%,-8%,i,0.7,-0.7%,-5%,-22%,-2%,2%,-5%
c1ccc2c(NCCc3c[nH]c4ccccc34)c3ccccc3nc2c1,-3.1%,2%,?,/,0.0%,-3%,-44%,9%,2%,-5%
CSc1ccc(CN2CCCCCC2)cc1,-2.6%,-5%,i,0.5,0.2%,1%,-17%[20 µM],-1%,-20%,-14%
Oc1ccc(/C=N/NC(=S)Nc2cccnc2)cc1,-4.4%,6%,i,3.3,-1.7%,1%,20%,-3%,-39%,0%
COc1ccc(OC)c(NC(=O)CC2Oc3ccccc3NC2=O)c1 (stereo not drawn),-0.6%,0%,i,0.9,-1.7%,-4%,5%,4%,-6%,-20%
Cc1ccc(Cn2nc(C)c(NC(=O)CCCn3nc([N+](=O)[O-])c(Cl)c3C)c2C)cc1,-0.7%,6%,i,0.8,0.8%,1%,14%,-2%,-30%,-26%
O=C(C1=C(O)C(=O)N(c2ncccn2)C1c1ccc(F)cc1)c1ccco1 (stereo not drawn),3.6%,-1%,i,0.7,15%,-5%,-8%,1%,1%,-8%
Cc1cc(C)n(C(=O)c2ccc([N+](=O)[O-])cc2N)n1,1.0%,1%,i,0.0,2.3%,-2%,-4%,-5%,-3%,2%
O=C(Cn1cccc1C(=O)c1ccccc1)NCc1ccccn1,5.2%,1%,i,0.9,0.8%,6%,-17%,0%,21%,46%

Compound activity from PubChem BioAssay.
